# SDO1 yeast rescue: sdo1-depleted yeast growth rescue; S. cerevisiae sdo1-depleted JHY4D growth rescue, OD600 30 h; stronger effect = higher value; pdr5 snq2 efflux-pump mutant strain; z-score at 10 µM; actives 0.21% (n = 140,000); AID 817;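 active = z-score above 3 at both the 24 hr and the 30 hr optical density reads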;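 also: z-score against mean and SD of all compound wells on the same plate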
# INS promoter inh: TRM-6 insulin promoter activity inhibition | TRM-6 cells (human fetal islet line), insulin promoter-eGFP reporter, imaging; reporter expression induced with tamoxifen | inhibition, % at 2 µM | actives 0.9% (n = 130,000) | AID 1273;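 active = inhibition above the mean plus 3 SD, with well images judged a real hit on visual review, cut at about 60% in these data, passing the limit was not always enough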
# SDO1 yeast rescue Rescue 24 h: second read-out of SDO1 yeast rescue, no call of its own (marks repeat the call); z-score; S. cerevisiae sdo1-depleted JHY4D growth rescue, OD600; measured here: growth rescue at 24 h;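 0 is the plate mean of compound wells and units are plate SD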
# * marks the source's active call; other numbers are inactive results; / = not tested or not shown.
# Sequence of screens – SDO1 yeast rescue	SDO1 yeast rescue Rescue 24 h	INS promoter inh
Cc1oc(C(=O)O)cc1COc1ccc2c3c(c(=O)oc2c1)CCC3
→ 0.49	-0.68	3.3
CCCCOC(=O)c1ccc(NC(=O)CSC2=Nc3ccccc3C3CC=NN23)cc1 (stereo not given)
→ -0.49	0.79	/
CCOC(=O)c1cccc(NC(=O)c2cnccn2)c1
→ 0.23	0.15	/
COc1ccc2c(Cl)c(C(N)=O)sc2c1
→ 0.97	0.94	/
Cc1onc(-c2ccccc2Cl)c1C(=O)Nc1ncn[nH]1
→ 1.22	1.37	3.7
O=C(O)c1cnccn1
→ 0.21	-0.32	22.7
CCCCn1nnnc1SCC(=O)Nc1sc2c(c1C#N)CCCC2
→ -1.85	-1.77	37.1
Brc1ccc(-c2nnc3sc(CN4CCN(c5ccccc5)CC4)cn23)cc1
→ 0.28	2.1	/
O=c1[nH]c(NCc2ccccc2)nc2c1CCCC2
→ -0.22	-0.34	-11.1
CCOC(=O)c1ccoc1CSCc1ccc(C(=O)OC)o1
→ 1.61	1.66	14.3
NS(=O)(=O)c1cc2c(cc1Cl)NC=NS2(=O)=O
→ 0.41	0.51	31.8
COc1ccc(OC)c(-c2c3cc(O)c(=O)cc-3oc3cc(O)c(O)cc23)c1
→ 5.68*	8.16*	-149.3
COc1cc(/C=N/N=C2/NC(=O)C(CC(=O)O)S2)ccc1OCc1ccc(Cl)cc1 (stereo not given)
→ 0.31	-0.07	25.0
COC(=O)C1CCN(C(=O)c2c(-c3ccccc3Cl)noc2C)CC1
→ 0.61	0.41	-1.4
COC(=O)c1ccccc1NC(=O)CN1CCOCC1
→ 0.18	0.87	-5.9
OC(COc1ccc2ccccc2c1)CN1CCN(c2ccc(F)cc2)CC1 (stereo not given)
→ -1.45	-1.34	57.1
Cc1cc(-n2c(C)cc(C(=O)CSc3nnnn3-c3ccc(Cl)cc3)c2C)no1
→ 0.22	1.22	-100.0
Cc1ccc(NC(=O)C2CC(=O)n3ncnc3N2)cc1 (stereo not given)
→ 0.3	-0.51	-39.3
COc1ccc(NC(=O)COC(=O)c2cc(SC)ccc2Cl)c(OC)c1
→ 0.24	1.34	18.8
Cc1cc(C)n2nc(/C(C#N)=C/c3ccccn3)c(C#N)c2n1
→ /	/	-48.1
CCCCSCCCNC(=O)Nc1ccc(CC)cc1
→ /	/	54.5
Cc1ccc2[nH]c3c(c2c1)CN(C(=O)CN1c2ccc(F)cc2CCC1C)CC3 (stereo not given)
→ -0.82	-0.72	8.3
O=c1oc2cc(O)ccc2c2ccccc12
→ 0.97	0.7	14.3
CCN(CC)CCC(C)OC(c1ccccc1)c1ccccc1 (stereo not given)
→ /	/	-53.9
CCCCOC(=O)/C(=C/c1cn(C)c2ccccc12)NC(=O)c1ccc(OC)cc1
→ -0.44	-0.32	/
CCOC(=O)c1cc(-c2ccc(N3CCOCC3)cc2)nn1-c1ccc(F)cc1F
→ 0.87	0.5	5.6
CN(C)S(=O)(=O)c1ccc2c(c1)nc(CCC(=O)O)n2C
→ /	/	0.0
Cc1ccc(C(=O)C2=C(O)C(=O)N(CCCn3ccnc3)C2c2ccc(OC(C)C)cc2)o1 (stereo not given)
→ -0.19	-1.03	66.7
CCCc1cc(=O)[nH]c(SCc2ccccc2Cl)n1
→ -1.73	-1.19	16.7
O=C(CCl)Nc1nc(-c2ccco2)c(-c2ccco2)s1
→ -1.61	-0.73	34.6
COc1ccc(N2C(=O)C(Cl)=C(Nc3c(C)n(C)n(-c4ccccc4)c3=O)C2=O)cc1
→ -1.9	-1.68	/
Brc1ccccc1-c1nnc2sc(Cc3ccccc3)nn12
→ -1.69	-1.21	8.1
N/C(=N\OC(=O)COc1cc(Cl)c(Cl)cc1Cl)c1ccccn1
→ /	/	41.2
CC(NC(=O)OCc1ccccc1)C(=O)NCC1CCCO1 (stereo not given)
→ 1.27	1.15	22.6
CCOc1ccc(-c2noc(=O)[nH]2)cc1
→ 1.15	1.28	-21.4
O=C(CSc1nnc2c3ccccc3c3ccccc3c2n1)Nc1ccccc1
→ -0.19	0.59	/
Cc1ccc(S(=O)(=O)Nc2ncc(C(F)(F)F)cc2Cl)cc1
→ /	/	-17.6
CCOc1cc(C(=O)NCc2ccc(C)cc2)ccc1OCC(=O)N1CCOCC1
→ /	/	41.7
N#Cc1cc2c(nc1SCC1COc3ccccc3O1)CCC2 (stereo not given)
→ -1.52	-1.23	-11.1
COc1ccc(CN(C(=S)Nc2ccccc2)C2CC(=O)N(c3ccc(Cl)cc3)C2=O)cc1 (stereo not given)
→ -1.04	-0.38	/
CC1=C(C(=O)OCc2ccccc2)C(/C=C/c2ccccc2)NC(=S)N1 (stereo not given)
→ -1.14	-1.09	/
COc1ccc(C)cc1Nc1cc(C)nc2nc(C)nn12
→ -0.68	-0.78	/
CC(C)NC(=S)N/N=C/c1ccc(C(C)(C)C)cc1
→ /	/	16.7
CC(C)(C)NC(=O)NC(=O)COC(=O)c1cc[n+]([O-])cc1
→ /	/	-33.3
O=c1oc(-c2ccccc2NS(=O)(=O)c2ccccc2)nc2ccccc12
→ -0.26	0.93	-34.3
Cc1ccc(C(=O)Nc2nnc(-c3ccncc3)s2)o1
→ -0.91	-1.25	-3.9
CCCC1(C(=O)OCC)NC(c2ccco2)C2C(=O)N(C)C(=O)C21 (stereo not given)
→ /	/	-50.0
CCN1CCN(CCNC(=O)C2CCN(Cc3nc(-c4ccc(Cl)cc4)oc3C)CC2)CC1
→ -0.18	-0.29	/
Cc1cc(C(=O)N/N=C/c2cccn2C)n[nH]1
→ 0.24	-0.25	-2.9
CC(=O)n1cc(C(C[N+](=O)[O-])SCCN)c2ccccc21 (stereo not given)
→ -1.86	-1.48	25.6
Cc1cccc(-n2cc[nH]c2=S)c1C
→ 1.45	1.38	/
Cc1ccccc1NC(=O)c1ccc(-c2ccc(Cl)cc2Cl)o1
→ -0.38	-0.2	14.8
CC1=NN(C(=O)CCc2ccc3c(c2)OCO3)C(O)(C(F)(F)F)C1 (stereo not given)
→ /	/	-10.0
COc1ccc(-c2nc3n(n2)C(c2ccccc2)C2=C(CCCC2=O)N3)cc1OC (stereo not given)
→ -0.32	-0.45	-9.1
Cc1nc2c(-c3ccc(F)cc3)c(C)nn2c(C)c1CCC(=O)N1CCN(c2ccccn2)CC1
→ -1.93	-1.48	/
CCOc1ccc(S(=O)(=O)NCCN2CCOCC2)c2ccccc12
→ 0.84	0.62	/
CCCOc1ccc(N2CC(C(=O)Nc3ccccc3C(=O)NC)CC2=O)cc1 (stereo not given)
→ /	/	-83.3
Cc1onc(-c2c(F)cccc2Cl)c1C(=O)Nc1ccc(S(=O)(=O)Nc2ncccn2)cc1
→ -0.1	-0.92	0.0
COc1ccccc1N1CCN(C(=O)CSc2nnc(NC(=O)C3CC3)s2)CC1
→ -0.15	-1.25	12.5
COc1ccc(C)cc1NC(=O)CCN1CCCC1
→ 0.79	0.32	13.9

# (continued)
# Sequence of screens – SDO1 yeast rescue	SDO1 yeast rescue Rescue 24 h	INS promoter inh
CC(C)(C)c1cc(NC(=O)c2cc(F)c(F)c(F)c2F)no1
→ 0.24	-0.11	/
CCOC(=O)c1nnn(-c2nonc2N)c1CSc1nnc(N)s1
→ /	/	-66.7
N#CCCn1cc(C(=O)NCc2ccccc2)c(-c2cccs2)n1
→ /	/	-75.0
O=C(NCCOC(=O)c1ccc(Cl)c(S(=O)(=O)N2CCCCC2)c1)c1ccncc1
→ 0.75	0.25	-21.2
Cc1ccc2nc(-c3ccc(SCC(=O)O)nc3)[nH]c2c1
→ 1.45	0.16	/
COc1ccc(C(=O)NNC(=O)C(NC(=O)c2ccccc2NC(=O)c2ccco2)C(C)C)cc1 (stereo not given)
→ 0.54	0.16	-14.8
c1ccc(CSc2nnc([C@@H]3CCCN3)o2)cc1
→ -0.44	-0.73	43.2
COc1ccc(C(=O)Nc2ccc(S(=O)(=O)NC(C)(C)C)cc2)cc1[N+](=O)[O-]
→ /	/	-20.0
CCOC(=O)C1=C(CSc2nc3c(cc2C#N)CN(C)CC3)OC(N)=C(C#N)C1c1ccncc1 (stereo not given)
→ 1.02	0.26	-40.0
COc1cccc(OC)c1C(=O)Nc1ccc(CN2CCOCC2)cc1
→ 0.33	-0.04	47.4
CCC(C)[C@H](NC(=O)NC1CCCc2ccccc21)C(=O)O (stereo not given in full)
→ -0.46	-0.61	33.3
CCS(=O)(=O)Nc1cccc(-c2nc3cccnc3s2)c1C
→ 0.42	-0.01	/
Cc1c(C(=O)N2CCCC2)nnn1-c1nonc1N
→ 1.68	1.46	50.0
CCCn1nc(C(=O)NC2CCCc3ccccc32)c2ccccc2c1=O (stereo not given)
→ -0.81	-0.93	/
COc1ccc(C(C(O)C(=O)c2c[nH]c3ccccc23)N2CCN(c3ccccc3)CC2)cc1 (stereo not given)
→ 0.14	-0.4	42.9
CC(=O)Nc1ccc(S(=O)(=O)N2CCC(n3cnc4cc(F)ccc43)CC2)cc1
→ 0.87	-0.35	/
Cc1ccc(CNC(=O)c2ccc(Br)o2)cc1
→ 0.18	0.49	7.1
CCCN1CCN(CCCNC(=O)CN2C(=O)COc3ccccc32)CC1
→ 0.32	0	/
COC(=O)c1cc(-c2ccccc2)n[nH]1
→ -0.07	-1.09	28.6
CCOc1cc2[nH]c(=S)n(CCCC(=O)NCc3ccco3)c(=O)c2cc1OCC
→ -1.55	-0.86	3.9
CCOc1ccc(NC(=S)N(Cc2ccc(Cl)cc2)Cc2ccco2)cc1
→ 0.82	0.24	/
COc1ccccc1OCC(=O)Nc1ccc(-c2nnc(-c3ccco3)o2)cc1
→ /	/	-56.1
O=c1[nH]c(Cc2cccs2)nc2ccccc12
→ 0.48	-1.15	-35.7
CCN(CC)C1=CC(=O)OC12CCCCC2
→ 0.12	-0.38	/
O=C(Nc1cccc(N2CCCC2)c1)c1cccs1
→ -0.97	-0.4	52.4
Cc1ccc(OCC(=O)Nc2ccc(N3CCN(S(C)(=O)=O)CC3)cc2)c(C)c1
→ /	/	20.0
CC(=O)NC(Cc1ccc(C)cc1)C(=O)NC1CCN(C(=O)c2cnccn2)CC1 (stereo not given)
→ 0.61	-0.04	5.4
COCCNc1cc(C)nc2ccccc12
→ 0.61	1.95	43.8
O=C(O)c1cc(Cl)c2c(c1)[C@@H]1C=CC[C@@H]1[C@H](c1ccc(S(=O)(=O)N3CCOCC3)cc1)N2
→ 0.36	-0.12	57.1
CSc1ncccc1C(=O)OCn1nnc2ccccc2c1=O
→ -0.63	-1.99	/

# 2 records drawn at random from the list so far, as already listed:
# Sequence of screens – SDO1 yeast rescue	SDO1 yeast rescue Rescue 24 h	INS promoter inh
CSc1ncccc1C(=O)OCn1nnc2ccccc2c1=O
→ -0.63	-1.99	/
CCOc1cc2[nH]c(=S)n(CCCC(=O)NCc3ccco3)c(=O)c2cc1OCC
→ -1.55	-0.86	3.9

# Continued.
# Sequence of screens – SDO1 yeast rescue	SDO1 yeast rescue Rescue 24 h	INS promoter inh
O=C1CC(c2ccccc2)CC(O)=C1C=NCCc1ccccc1 (stereo not given)
→ /	/	-70.6
CN(C)c1ccnc2sc3c(=O)n(-c4ccc(Cl)cc4)cnc3c12
→ /	/	-39.5
Cn1c(Cl)c(/C=N/OC(=O)c2ccccc2Cl)c2ccccc21
→ -1.17	-0.53	-233.3
Cc1ccsc1/C=N/NC(=O)CN1CCN(S(=O)(=O)c2ccc(Br)cc2)CC1
→ 0.52	0.79	/
CCOc1ccc(NC(=O)N2CCC(NC(=O)C(Cc3ccc(OC)c(OC)c3)NC(C)=O)CC2)cc1 (stereo not given)
→ 0.88	0.29	-14.3
Cc1cc(C(=O)N2CCN(c3ccc([N+](=O)[O-])cc3)CC2)no1
→ 0.35	0.24	42.9
S=C(Nc1ccc(Br)cc1)NC1CCCCC1
→ -0.49	0.28	16.7
CCc1ccc(NC(=O)/C(C#N)=C/c2cc3ccc(C)cc3nc2N2CCOCC2)cc1
→ -1.2	0.41	-6.7
O=C(NCc1ccc2c(c1)OCO2)C1CCN(C(=O)Nc2ccc(Cl)cc2)CC1
→ -0.32	-0.83	47.2
COc1ccc(C2N(c3ccc(F)cc3)C(=O)C3CCCN32)cc1 (stereo not given)
→ -0.07	-0.59	/
COc1ccc(S(=O)(=O)N2CCCC(C(=O)N3CCCCCC3)C2)cc1 (stereo not given)
→ -2.32	-1.07	-42.1
Cc1ccc(C)c(NC(=S)NCCSc2ccc(Cl)cc2)c1
→ -1.9	-1.33	-55.9
O=c1[nH]c(-c2ccccn2)nc2ccccc12
→ 0.35	-0.28	/
COc1ccc(S(=O)(=O)N2CCC(C(=O)NCCC3=CCCCC3)CC2)cc1OC
→ 0.73	0.55	/
CCN(CC)C(=O)Cn1cnc2c1c(=O)n(C)c(=O)n2C
→ 1.06	1.12	-46.7

# Brought forward from above: 3 compounds, followed by the next part.
# Sequence of screens – SDO1 yeast rescue	SDO1 yeast rescue Rescue 24 h	INS promoter inh
O=c1[nH]c(-c2ccccn2)nc2ccccc12
→ 0.35	-0.28	/
COc1ccc(S(=O)(=O)N2CCC(C(=O)NCCC3=CCCCC3)CC2)cc1OC
→ 0.73	0.55	/
CCN(CC)C(=O)Cn1cnc2c1c(=O)n(C)c(=O)n2C
→ 1.06	1.12	-46.7
O=c1[nH]c(SCc2ccccc2Cl)nc2c1CCCC2
→ -2.19	-1.47	36.8
CCC(C)NC(=O)c1ccccc1NC(=O)c1ccc(CSc2ccc(C)cc2)cc1 (stereo not given)
→ -0.63	0.73	-50.0
C/C(=N/NC(=O)C1CCCCC1)c1ccc([N+](=O)[O-])cc1
→ 0.19	0.16	-196.9
C=C1C2(C(=O)Nc3nccs3)CCC(C2)C1(C)C (stereo not given)
→ -0.97	-0.7	-45.5

# Screening results: PubChem, several laboratories
